GBA enhancer: increases beta-glucosidase activity in Gaucher fibroblasts; P04062; L444P Gaucher fibroblasts, 4-MU-glucoside fluorescence, 3 days; activation, % at 10 µM; 30,000 tested, 0.44% active; in the data active = activation above about 65%;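 note: 0% = vehicle wells and 100% = positive control wells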
Target sequence (P04062 whole entry L483P): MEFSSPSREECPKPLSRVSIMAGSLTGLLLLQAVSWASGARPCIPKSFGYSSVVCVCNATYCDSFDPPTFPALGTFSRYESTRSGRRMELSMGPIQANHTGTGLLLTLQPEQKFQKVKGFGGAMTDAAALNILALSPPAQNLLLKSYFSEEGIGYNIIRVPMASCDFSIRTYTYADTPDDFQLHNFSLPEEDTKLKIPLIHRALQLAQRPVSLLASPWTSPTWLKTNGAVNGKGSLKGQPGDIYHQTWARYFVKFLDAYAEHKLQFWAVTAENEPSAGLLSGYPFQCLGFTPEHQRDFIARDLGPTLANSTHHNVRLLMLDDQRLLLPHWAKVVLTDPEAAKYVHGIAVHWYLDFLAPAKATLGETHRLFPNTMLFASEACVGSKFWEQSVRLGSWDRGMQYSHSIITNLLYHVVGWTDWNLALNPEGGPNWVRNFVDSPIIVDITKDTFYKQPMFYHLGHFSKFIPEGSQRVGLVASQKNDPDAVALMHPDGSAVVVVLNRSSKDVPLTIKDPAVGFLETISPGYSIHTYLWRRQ
Starred values were filed as active, the others as inactive.

SMILES	GBA enhancer
CCCS(=O)(=O)N1CCC(C(=O)N2CCC3(CC2)OCCO3)CC1	6.1
Cc1ccc(Cn2nnnc2CN2CCC(n3nnc4cc(C)ccc43)CC2)cc1	-8.2
CC(C)Sc1nnc([C@@H](N)Cc2c[nH]c3ccccc23)o1	-22.8
O=C(CCCC1=NS(=O)(=O)c2ccccc2N1)N1CCC2(CC1)OCCO2	-16.3
CCCC(=O)c1c(O)[nH]c(=O)[nH]c1=O	-48.6
CC(=O)[C@H]1CC[C@H]2[C@@H]3CC[C@H]4C[C@H](O)CC[C@]4(C)[C@H]3C(=O)C[C@]12C	-42.8
Cc1cc(N2CCOCC2)nc2ccc(NC(=O)CCC(=O)N3CCC4(CC3)OCCO4)cc12	-8.2
O=c1c2ccccc2nc(-c2cccs2)n1-c1cnccn1	0.3
CCOC(=O)C1CN(C)CCC1=O (configuration not stated)	6.5
Cc1ccc2c(c1)C1CN(C)CCC1N2S(=O)(=O)c1ccccc1 (configuration not stated)	-9.0
O=C1c2ccccc2C2(c3ccc(Cl)cc3)NCCN12 (configuration not stated)	-15.8
CCCCn1c(N)c(C(=O)NCCN2CCOCC2)c2nc3ccccc3nc21	11.9
NCCc1ccc(O)cc1	23.2
Cc1cc(OC(=O)CCNC(=O)OC(C)(C)C)c2c3c(c(=O)oc2c1)CCC3	-21.3
Cc1ccccc1-n1c(O)c(C=NCCN2CCOCC2)c(=O)[nH]c1=O	-5.6
CC1(C)CC(=O)C(C=NCCN2CCN(C(=O)Cc3ccc(Cl)cc3)CC2)=C(O)C1	-32.1
CN(C)CCN=Cc1c(O)n(-c2cccc3ccccc23)c(=O)[nH]c1=O	8.0
Cc1ccc2cc3cc(C(=O)N4CCC5(CC4)OCCO5)oc3nc2c1	-6.5
COc1ccc(CC2c3cc(OC)c(OC)cc3CCN2C)cc1OC (configuration not stated)	4.0
COCCOC(=O)C1=C(C)OC(N)=C(C(=O)OC)C12C(=O)Nc1ccccc12 (configuration not stated)	-9.0
O=C(COc1ccc(S(=O)(=O)N2CCCCC2)cc1)N1CCN(Cc2ccccc2)CC1	16.9
Cc1nc2c(c(C)nn2-c2ccccc2)c(C)c1CCC(=O)N1CCC2(CC1)OCCO2	-17.3
C/C(CCc1c[nH]c2ccccc12)=N\O	3.1
COc1ccccc1N1C(=O)NC(=O)C2(Cc3cc(C)ccc3N(C)C2)C1=O (configuration not stated)	10.1
Cc1ccc(Cl)cc1N1CCN(CCN)CC1	-39.2
CC(=NCc1cccnc1)c1c(O)n(Cc2ccccc2)c(=O)[nH]c1=O	-15.8
CC1=C(C(=O)N2CCC3(CC2)OCCO3)C2(CCC(C)CC2)OC1=O (configuration not stated)	13.8
Cc1nc2c(-c3ccccc3)c(C)nn2c(C)c1CCC(=O)N1CCC2(CC1)OCCO2	-2.2
Cc1nc2cc(-c3ccccc3)nn2c(C)c1CCC(=O)N1CCC2(CC1)OCCO2	-7.7
Cc1ccc(N2C(=O)NC(=O)C3(Cc4ccccc4N4CCCC43)C2=O)cc1 (configuration not stated)	3.9

Part of the list above in order of heavy-atom count, descending.
SMILES	GBA enhancer
Cc1nc2c(-c3ccccc3)c(C)nn2c(C)c1CCC(=O)N1CCC2(CC1)OCCO2	-2.2
Cc1ccc2cc3cc(C(=O)N4CCC5(CC4)OCCO5)oc3nc2c1	-6.5
Cc1ccc(Cl)cc1N1CCN(CCN)CC1	-39.2
C/C(CCc1c[nH]c2ccccc12)=N\O	3.1

An excerpt of these results, with bars between the fields:
Molecule | GBA enhancer
C/C(CCc1c[nH]c2ccccc12)=N\O | 3.1
COc1ccc(CC2c3cc(OC)c(OC)cc3CCN2C)cc1OC (configuration not stated) | 4.0

The listing picks up, starting 2 compounds before the break.
SMILES	GBA enhancer
Cc1nc2cc(-c3ccccc3)nn2c(C)c1CCC(=O)N1CCC2(CC1)OCCO2	-7.7
Cc1ccc(N2C(=O)NC(=O)C3(Cc4ccccc4N4CCCC43)C2=O)cc1 (configuration not stated)	3.9
O=C(Nc1ccc2c(c1)OCO2)c1cn(Cc2ccc(F)cc2)nn1	21.0
CCCS(=O)(=O)N1CCCC(C(=O)N2CCC3(CC2)OCCO3)C1 (configuration not stated)	4.9
C=CCN1C(=O)C2(C(C(=O)OCC)=C(N)Oc3c2c(=O)oc2ccccc32)c2ccccc21 (configuration not stated)	10.8
CC(C)=CCC12CN3CCN(CC(C3)C1=O)C2	-21.0
C=Cn1ccnc1P(=S)(c1ccc(N(C)C)cc1)c1nccn1C=C	-12.7
Cn1c(O)c(C=NCCCN2CCCC2=O)c(=O)n(C)c1=O	-44.8
CC1(C)CC(=O)C=C(NCCN2CCN(C(=O)Cc3ccc(Cl)cc3)CC2)C1	-2.0
CCCC(=O)Nc1ccc(N2CCN(CC)CC2)c(Cl)c1	-14.5
CC(=NCCCN1CCOCC1)c1c(O)[nH]c(=O)[nH]c1=O	-8.5
O=C1CCCC2C3CCCN4CCCC(CN12)C34 (configuration not stated)	13.9
Cn1ncnc2c(=O)n(C)c(=O)nc1-2	-111.7
COc1ccccc1N(CC(=O)NC1CCCCC1)C(=O)c1cnn(C(C)C)c1	-23.5
CCc1cccc2c(C#N)cn(CC(=O)N3CCOCC3)c12	-20.8
COc1ccc(OC)c(CN2CCN(C(=O)COc3cccc(C)c3)CC2)c1	-19.1
COc1cccc(-c2nc(CS(=O)CC(=O)N3CCC4(CC3)OCCO4)c(C)o2)c1 (configuration not stated)	-14.1
Cc1ccc(-n2c(O)c(C=NC3CCCC3)c(=O)[nH]c2=O)c(C)c1	-10.8
O=C(C1CCN(S(=O)(=O)N2CCOCC2)CC1)N1CCC2(CC1)OCCO2	13.2
CCCCn1c(O)c(C(CC)=NCCc2ccccc2)c(=O)[nH]c1=O	-18.6
Cn1c(=O)n(CC(=O)N2CCC3(CC2)OCCO3)c(=O)c2ccccc21	-4.5
Cc1ccc2c(c1)CC1(CN2C)C(=O)NC(=O)N(C(C)C)C1=O (configuration not stated)	1.2
COc1cccc(N2C(=O)CC(=O)NC2=O)c1	-10.5
Cn1cc(C(=O)N2CCC3(CC2)OCCO3)c2c3ccccc3n(C)c2c1=O	-30.2
O=C1CSC2N1CCNC21CCCCC1 (configuration not stated)	-10.6
N[C@@H](Cc1c[nH]c2ccccc12)c1nnc(SCc2c(F)cccc2Cl)o1	-19.2
O=c1c2ccccc2nc(-c2ccco2)n1-c1ccccn1	4.9
CCOC(=O)C1=C(C)N(C)C2(C)CC1c1ccccc1O2 (configuration not stated)	-4.8
CC(C)(C)n1c(O)c(C=Nc2ccc3c(c2)CCC3)c(=O)[nH]c1=O	-23.4
Oc1ccc(C2NCc3ccccc3-n3cccc32)cc1Cl (configuration not stated)	-30.7
O=C(C1CCC(=O)N1C1CCCCC1)N1CCC2(CC1)OCCO2 (configuration not stated)	3.8
Cc1c2cnn(CC(=O)N3CCC4(CC3)OCCO4)c(=O)c2c(C)n1Cc1ccccc1	-4.2

Fetched one by one from the list above (5):
SMILES	GBA enhancer
O=C(C1CCN(S(=O)(=O)N2CCOCC2)CC1)N1CCC2(CC1)OCCO2	13.2
CCCCn1c(O)c(C(CC)=NCCc2ccccc2)c(=O)[nH]c1=O	-18.6
COc1cccc(N2C(=O)CC(=O)NC2=O)c1	-10.5
Cc1c2cnn(CC(=O)N3CCC4(CC3)OCCO4)c(=O)c2c(C)n1Cc1ccccc1	-4.2
N[C@@H](Cc1c[nH]c2ccccc12)c1nnc(SCc2c(F)cccc2Cl)o1	-19.2

The results go on.
SMILES	GBA enhancer
Cc1nc2c(-c3ccc(F)cc3)c(C)nn2c(C)c1CCC(=O)N1CCC2(CC1)OCCO2	-8.6
CCOC(=O)c1c(C)n(Cc2ccco2)c2ccc(O)cc12	-0.5
O=C1NC(=O)N(Cc2ccccc2Cl)C(=O)/C1=C/N1CCOCC1	-23.0
Cn1c(C(=O)N2CCC3(CC2)OCCO3)cc2c(=O)n(C)c3ccccc3c21	-26.2
COc1ccccc1N1CCN(C(CNC(=O)Oc2ccccc2)c2cccnc2)CC1 (configuration not stated)	-10.6
C=C1CC[C@@]2(O)[C@H]3Cc4ccc(O)c5c4[C@@]2(CCN3CC2CC2)[C@H]1O5	-33.2
O=c1[nH]c(=O)n(CCc2ccc(F)cc2)c(O)c1C=NCCCn1ccnc1	-20.7
CCn1nc(-c2ccccc2)nc2c(=O)n(C)c(=O)nc1-2	-3.4
CC(Oc1ccc(-c2ccccc2)cc1)C(=O)O (configuration not stated)	-8.9
c1ccc(Cn2ccnc2)cc1	-29.5
CSC1=NP(=S)(SC)N(C)c2nc3n(c21)CCC3 (configuration not stated)	-67.1
O=c1[nH]c(=O)n(-c2ccc(F)cc2)c(O)c1C=Nc1ccccc1N1CCCC1	-22.4
FC(F)(F)c1ccc2c(c1)nnn2C1CCN(Cc2nnnn2Cc2ccccc2)CC1	-3.7
Cc1occc1C(=O)N1CCC2(CC1)OCCO2	-7.1
CCCCn1c(O)c(C(CC)=NCCCN(C)C)c(=O)[nH]c1=O	16.5
Cc1cc(N2C(=O)C3CCCN3C2c2ccccc2)no1 (configuration not stated)	-20.5
O=C(CSc1ccccc1)N1CCC2(CC1)OCCO2	-24.0
CCOC(=O)c1c(N)n(CCN2CCCCC2)c2nc3ccccc3nc12	41.8
CCCC1=C(C(=O)OCC)C2(C(=O)Nc3ccc(C)cc32)C(C#N)=C(N)O1 (configuration not stated)	-33.4
CCC(=Nc1ccccc1NC(C)=O)c1c(O)n(C)c(=O)n(C)c1=O	-31.1
CN1C(=O)C(C2(C#N)CCCCC2)C(=O)N(C)C1=O	-0.9
O=C(Nc1cccc(OC(=O)N2CCOCC2)c1)N1CCOCC1	-26.1
Cn1nc(N)c2c1N=P(N1CCOCC1)(N1CCOCC1)N=C2c1ccccc1	-12.8
COc1cc(CN2CCN(c3cc(C)ccc3C)CC2)ccc1O	5.5
CCOP1(=S)Oc2cc3c(cc2C(C(=O)OC)(C(F)(F)F)O1)OCO3 (configuration not stated)	-17.5
CN1C2CCC1CC(OC(=O)CCN1CCCC1)C2 (configuration not stated)	4.4
Cc1ccc(OCC(=O)N2CCN(C)CC2)c(Br)c1	3.8
Cc1noc(C)c1C(=O)N1CCC2(CC1)OCCO2	-1.1
Cc1[nH]c2ccccc2c1/C=N/O	-3.1
Cc1cccn2c(=O)c3cc(C(=O)N4CCC5(CC4)OCCO5)n(C)c3nc12	-35.4
COc1ccc(C2C(C(=O)N3CCC4(CC3)OCCO4)c3cc(OC)c(OC)cc3C(=O)N2C)cc1 (configuration not stated)	-2.0
CCOC(=O)c1ccc(N2C(=O)CC(N3CC=C(c4ccc(F)cc4)CC3)C2=O)cc1 (configuration not stated)	-4.5
COc1ccc(C(=O)C(C)(C)NO)cc1	-26.8
Cc1ccccc1NC1=NCCCS1	7.0
CCCCn1c(O)c(C(CC)=Nc2cccc(C(=O)O)c2)c(=O)[nH]c1=O	-31.4
C[N+]1(C)CCN(c2ccccc2)CC1	-16.5
CSc1nnc(C2CCNCC2)n1C	12.5
CC(=NCCN1CCCCC1)c1c(O)n(Cc2ccccc2)c(=O)[nH]c1=O	-4.7
O=C1C2CCCN2C(c2cccnc2)N1c1ccc(Cl)cc1 (configuration not stated)	-1.7
CC1CCC(C(=O)NC(C(=O)N2CCC3(CC2)OCCO3)C(C)C)CC1 (configuration not stated)	-4.0
O=C(c1sc2ccccc2c1Cl)N1CCC2(CC1)OCCO2	-41.0
CCc1nnc(NC(=O)CCc2nc(C3=CCN(C)CC3)no2)s1	-7.2
CNP1(NC)=NC(C(F)(F)F)=NC(C(F)(F)F)=N1	-2.0
CCOC(=O)C(O)(c1ccc(N(CC)S(=O)(=O)c2ccccc2)cc1)C(F)(F)F (configuration not stated)	-14.3
CCC1=C(C)C(N2CCOCC2)=NP(N2CCOCC2)(N2CCOCC2)=N1	-13.8
Cc1cc(N2C(=O)C3CCCN3C2c2ccc(Cl)c(Cl)c2)no1 (configuration not stated)	6.0
Cc1ccc(C(=O)C2CN3CCC2CC3)cc1 (configuration not stated)	-35.7
Cc1cccc(-n2c(CN3C(=O)c4ccccc4C3=O)nc3ccccc3c2=O)n1	5.1
CCOC(=O)N(CC)c1ccc(C(O)(C(=O)OC)C(F)(F)F)cc1 (configuration not stated)	-5.5
CC(NC(C)(C)C)C(=O)c1cccc(Cl)c1 (configuration not stated)	-31.9
COCc1c(CN)cnc(C)c1N	-5.8
COc1ccc(CCN(C)Cc2ccncc2)cc1OC	-0.1
CCC(=O)N1CC(=O)Nc2ccc(Cl)cc2C1c1ccc(F)cc1 (configuration not stated)	-11.4
O=P1(NCc2ccco2)COc2ccccc2OC1	10.8
CCN1CCN(C(=O)COc2ccc(S(=O)(=O)N(C)Cc3ccccc3)cc2)CC1	-15.5
CN1CCN(c2ccc(N)c(N3CCN(C)CC3)c2)CC1	36.9

From PubChem

Not all compounds are listed; count on the stated rates, not on these rows.
